Source: PubChem BioAssay (several laboratories)
Rin1-Abl PPI inh = blocks binding of human Rin1 to Abl. inhibition, % at 7.35 µM. 360,000 compounds, 0.4% hits. TR-FRET Rin1/Abl binding, biochemical; in the data active = inhibition above about 5%, passing the limit was not always enough
PABP1 MLLE inh = inhibitors of microRNA-mediated deadenylation, human PABP1 MLLE binding | P11940 | GST-MLLE / FITC-PAM2 fluorescence polarization | inhibition, % at 20 µM | 360,000 compounds, 0.36% hits; in the data active = inhibition above about 35%, passing the limit was not always enough;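 also: plate controls were DMSO wells with GST-MLLE for no effect and wells lacking GST-MLLE protein for full effect; some results filed as inactive read as strong as hits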
Target sequence (P11940 whole entry, looked up): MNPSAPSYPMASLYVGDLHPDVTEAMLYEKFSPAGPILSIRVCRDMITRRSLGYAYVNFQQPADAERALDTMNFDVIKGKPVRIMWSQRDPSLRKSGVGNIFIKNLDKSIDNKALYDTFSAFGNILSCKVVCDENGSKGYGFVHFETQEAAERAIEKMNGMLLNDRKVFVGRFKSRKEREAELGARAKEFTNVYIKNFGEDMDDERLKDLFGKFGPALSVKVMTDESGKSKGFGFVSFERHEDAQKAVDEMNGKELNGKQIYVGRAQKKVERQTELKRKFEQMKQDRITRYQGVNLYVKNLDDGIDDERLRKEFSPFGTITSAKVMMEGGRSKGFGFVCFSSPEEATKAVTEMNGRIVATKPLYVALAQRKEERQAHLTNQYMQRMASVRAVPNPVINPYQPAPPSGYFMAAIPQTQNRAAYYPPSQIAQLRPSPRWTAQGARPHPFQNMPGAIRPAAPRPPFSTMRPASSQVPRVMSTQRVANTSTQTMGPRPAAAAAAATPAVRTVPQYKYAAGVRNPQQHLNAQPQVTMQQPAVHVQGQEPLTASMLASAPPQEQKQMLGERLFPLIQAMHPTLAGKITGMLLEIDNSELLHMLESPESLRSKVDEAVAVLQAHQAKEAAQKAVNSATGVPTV
Neddyl block = cullin neddylation inhibition; P61081+Q13564; TR-FRET cullin neddylation, biochemical; calls only at 25 µM; 360,000 compounds, 0.58% hits; AID 651699; in the data active = inhibition above about 36%
Tb MetRS inh = Trypanosoma brucei MetRS inhibition; purified T. brucei MetRS, ATP depletion, Kinase-Glo luminescence; inhibition, % at 11.9 µM; 360,000 compounds, 0.4% hits; AID 624268;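 active = inhibition above a per-plate cutoff of the control wells' mean inhibition plus 3 SD, cut at about 5.5% in these data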;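 also: 0% = DMSO wells median and 100% = median of wells with control inhibitor compound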
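Material: parasite MetRS enzyme / Replication: singlicate, one well per compound / Signal: luminescence of leftover ATP / Schedule: 2 h aminoacylation at 25 °C after 15 min preincubation / Medium: HEPES-MgCl2-KCl buffer plus DTT, spermine, BSA, pyrophosphatase / Doses: 11.9 µM single point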
MsrA inh = inhibitors of bovine MsrA. inhibition, % at 15.5 µM. 360,000 compounds, 0.75% hits. purified bovine MsrA, absorbance read-out; in the data active = inhibition above about 4.5%;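 also: 0% = vehicle wells with enzyme and 100% = reference inhibitor wells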
eLon inh = inhibits E. coli Lon protease; P0A9M0; purified E. coli Lon protease, fluorescence polarization; inhibition, % at 7.94 µM; 360,000 compounds, 0.42% hits; AID 602123; in the data active = inhibition above about 13%, passing the limit was not always enough;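 also: 0% = enzyme with probe and DMSO and 100% = no enzyme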
CSN deneddyl inh = blocks human CSN-mediated cullin deneddylation; Q92905; Purified CSN, SCF-Nedd8-OG deneddylation, fluorescence polarization; inhibition, % at 12.5 µM; 360,000 compounds, 0.38% hits;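 active = pattern-corrected inhibition above about 35%, with an unprinted fluorescence ratio check between 0.5 and 1.5, limit read from the data, passing the limit was not always enough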;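 also: 0% = enzyme with substrate and 100% = substrate without enzyme; some results filed as inactive read as strong as hits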
Target sequence (Q92905 whole entry, looked up, one chain of several): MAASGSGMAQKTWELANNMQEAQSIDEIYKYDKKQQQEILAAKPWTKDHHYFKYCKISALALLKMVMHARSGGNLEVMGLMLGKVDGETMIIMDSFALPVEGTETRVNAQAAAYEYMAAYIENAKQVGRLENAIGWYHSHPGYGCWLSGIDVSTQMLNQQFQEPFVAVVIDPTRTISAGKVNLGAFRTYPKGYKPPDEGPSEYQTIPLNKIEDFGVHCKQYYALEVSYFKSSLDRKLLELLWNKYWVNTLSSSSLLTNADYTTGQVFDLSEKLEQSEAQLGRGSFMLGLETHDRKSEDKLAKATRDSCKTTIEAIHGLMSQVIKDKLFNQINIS
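Assay system: purified human Csn5 enzyme expressed in HEK293T cells; measure: % inhibition; also added: SCFSkp2-Nedd8OG substrate at 10 nM final; technique: fluorescence polarization; times: reaction 90 min, room temperature; medium: Tris buffer pH 7.5, NaCl, DTT, Tween-20, trehalose, ovalbumin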
MsrA act = activators of bovine methionine sulfoxide reductase A; AID 602163; purified bovine MsrA, absorbance read-out; 360,000 compounds, 0.3% hits; activation, % at 10.6 µM; in the data active = activation above about 7.5%;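 also: 0% = vehicle and 100% = reference activator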
FAS TE block = blocks the thioesterase domain of human fatty acid synthase; AID 602261; 360,000 compounds, 0.67% hits; recombinant FAS-TE, OMFH fluorogenic substrate, fluorescence endpoint; P49327; inhibition, % at 15 µM;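 active = compounds whose normalised, plate-corrected inhibition of enzyme fluorescence in the single-dose primary screen is 50% or more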;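 also: 0% = DMSO with enzyme and 100% = substrate without enzyme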
* marks the source's active call; other numbers are inactive results; i = inactive; x = no result given. Outcome played no part in choosing rows. Share with any hit: about 4%.

mol | Rin1-Abl PPI inh | PABP1 MLLE inh | Neddyl block | Tb MetRS inh | MsrA inh | eLon inh | CSN deneddyl inh | MsrA act | FAS TE block
CCCN(C(=O)COc1ccc(C(C)=O)cc1OC)C1CCS(=O)(=O)C1 (stereo not drawn) | 1.9 | 8.0 | i | -0.1 | 0.6 | -7.6 | -5.2 | -2.8 | -8.4
COc1cccc(-n2nc(-c3ccnn3-c3cccc(Cl)c3)c(=O)n(C)c2=O)c1 | -1.3 | 13.2 | i | 0.1 | 0.3 | 0.3 | 0.6 | -4.2 | 9.1
CC1CC(=O)Nc2ccccc2N1S(=O)(=O)c1ccccc1 (stereo not drawn) | 3.4 | 4.7 | i | -0.7 | -0.8 | -6.1 | -1.4 | -0.4 | -5.8
CN(CC(=O)Nc1ccccc1Br)C(=O)c1cc2c(s1)CCCCC2 | 1.3 | 2.5 | i | -0.4 | 1.2 | -2.1 | 4.2 | -3.8 | 12.8
O=C(CCSc1ccccc1)N1CCN(c2ccccc2)CC1 | 2.5 | 3.9 | i | -0.3 | -0.6 | 1.5 | 1.1 | -0.6 | 5.5
Cc1ccc(S(=O)(=O)CC(=O)N2CCN(c3ccccc3F)CC2)cc1 | 3.0 | 7.0 | i | -0.5 | -0.5 | -1.7 | -1.6 | -3.8 | -3.3
Cc1cc([N+](=O)[O-])ccc1NCc1ccc2c(c1)OCCO2 | 3.5 | 1.6 | i | 1.1 | 0.5 | 1.6 | 1.8 | -4.0 | 22.7
O=C(c1cccc(F)c1)N1CCN(S(=O)(=O)c2ccccc2)CC1 | 3.7 | -5.6 | i | -0.1 | 0.4 | -2.2 | 10.6 | 1.7 | -1.5
Cc1ccc(CN2CCC(=O)N2)cc1 | 2.8 | -6.5 | i | -0.9 | -0.2 | 1.7 | -0.4 | -1.2 | -7.9
COc1ccc(C(C(=O)NC2CCCC2)N(CCO)C(=O)Cn2nnc(-c3ccc(C)o3)n2)cc1 (stereo not drawn) | 0.6 | 2.2 | i | -0.3 | -0.1 | 1.0 | 3.5 | -7.5 | 2.0
O=C1NC(=O)c2cc(NC(=O)c3cccc4ccccc34)ccc21 | -3.1 | -5.3 | x | -0.3 | 0.4 | -2.9 | 4.0 | -5.9 | -7.1
COC(=O)c1nc(N)sc1C(C)C | -3.0 | 16.4 | i | -0.5 | -1.7 | 2.2 | -3.7 | -0.7 | -3.2
CC(C)C1Nc2ccc(C(=O)NCc3ccco3)cc2NC1=O (stereo not drawn) | 3.4 | 4.8 | i | -0.4 | 2.4 | -3.8 | -1.8 | -1.3 | -3.1
Cc1nn(C)cc1CNC(=O)c1ccc(F)cc1 | 0.3 | 7.7 | i | -0.7 | -0.4 | -22.4 | 0.2 | 3.6 | -12.2
O=c1c2ccccc2nc(SCc2ccc([N+](=O)[O-])cc2)n1-c1ccccc1 | -3.4 | 4.1 | i | -1.0 | 0.7 | 8.5 | 1.3 | -8.5 | 27.7
COc1ccc(-c2nc(CNS(=O)(=O)c3ccc(OC)c(OC)c3)cs2)cc1 | -3.5 | -3.0 | i | 0.0 | -0.6 | -5.8 | -1.7 | -0.1 | -5.8
CC(C)(C)c1ccc(COC(=O)CNC(=O)CNC(=O)Cc2ccccc2)cc1 | -0.8 | 11.7 | i | -0.2 | -0.2 | -3.9 | -4.6 | 5.7 | 12.0
O=C(Nc1cccc(-c2cscn2)c1)C1CCN(Cc2ccccn2)CC1 | 1.4 | -12.9 | i | -0.2 | -0.1 | 1.2 | 3.2 | 0.6 | -8.0
COCCNc1nc(Oc2ccccc2)c2sccc2n1 | -4.7 | 2.3 | i | 0.3 | -0.1 | -13.8 | -6.5 | 0.3 | -0.3
O=C(Nc1ccncc1)c1ccc(Cl)c(S(=O)(=O)N2CCCCC2)c1 | -0.9 | -1.0 | i | -0.1 | 0.8 | -5.8 | -0.7 | -0.1 | 0.8
COc1ccc(N2CCN(c3nc4c(c(=O)n(C)c(=O)n4C)n3CCCc3ccccc3)CC2)cc1 | -2.4 | 8.0 | i | 1.1 | -0.5 | 1.5 | 1.7 | 1.8 | 5.4
CCN(CC)S(=O)(=O)c1cccc(-c2nc3n(n2)Cc2ccccc2-3)c1 | 3.2 | -7.3 | i | -0.1 | -0.7 | -0.9 | 1.6 | 1.8 | 10.7
NS(=O)(=O)c1cccc(NC(=O)CCSc2ccccc2Cl)c1 | -2.8 | 11.5 | i | 0.1 | 0.3 | 2.4 | -2.7 | -3.9 | 2.5
CCc1ccc(N(CC(=O)NCc2ccco2)C(=O)CCC(=O)Nc2ccccn2)cc1 | 4.0 | -12.3 | i | -0.2 | -0.3 | 6.6 | 5.9 | -5.8 | -1.6
CC1CCN(S(=O)(=O)c2ccc(NC(=O)Cn3nnc(-c4ccccc4)n3)cc2)CC1 | -2.3 | 14.1 | i | -0.4 | 0.4 | 3.4 | 4.3 | -1.8 | 2.7

Exported as labelled records: 3 of the compounds above
> COc1ccc(N2CCN(c3nc4c(c(=O)n(C)c(=O)n4C)n3CCCc3ccccc3)CC2)cc1
- Rin1-Abl PPI inh: -2.4
- PABP1 MLLE inh: 8.0
- Neddyl block: i
- Tb MetRS inh: 1.1
- MsrA inh: -0.5
- eLon inh: 1.5
- CSN deneddyl inh: 1.7
- MsrA act: 1.8
- FAS TE block: 5.4
> CCN(CC)S(=O)(=O)c1cccc(-c2nc3n(n2)Cc2ccccc2-3)c1
- Rin1-Abl PPI inh: 3.2
- PABP1 MLLE inh: -7.3
- Neddyl block: i
- Tb MetRS inh: -0.1
- MsrA inh: -0.7
- eLon inh: -0.9
- CSN deneddyl inh: 1.6
- MsrA act: 1.8
- FAS TE block: 10.7
> NS(=O)(=O)c1cccc(NC(=O)CCSc2ccccc2Cl)c1
- Rin1-Abl PPI inh: -2.8
- PABP1 MLLE inh: 11.5
- Neddyl block: i
- Tb MetRS inh: 0.1
- MsrA inh: 0.3
- eLon inh: 2.4
- CSN deneddyl inh: -2.7
- MsrA act: -3.9
- FAS TE block: 2.5

In a second layout: entries from further up.
O=c1c2ccccc2nc(SCc2ccc([N+](=O)[O-])cc2)n1-c1ccccc1
  Rin1-Abl PPI inh: -3.4; PABP1 MLLE inh: 4.1; Neddyl block: i; Tb MetRS inh: -1.0; MsrA inh: 0.7; eLon inh: 8.5; CSN deneddyl inh: 1.3; MsrA act: -8.5; FAS TE block: 27.7
Cc1nn(C)cc1CNC(=O)c1ccc(F)cc1
  Rin1-Abl PPI inh: 0.3; PABP1 MLLE inh: 7.7; Neddyl block: i; Tb MetRS inh: -0.7; MsrA inh: -0.4; eLon inh: -22.4; CSN deneddyl inh: 0.2; MsrA act: 3.6; FAS TE block: -12.2

Other results.
mol | Rin1-Abl PPI inh | PABP1 MLLE inh | Neddyl block | Tb MetRS inh | MsrA inh | eLon inh | CSN deneddyl inh | MsrA act | FAS TE block
O=C1CC(N2CCN(c3ccc(O)cc3)CC2)C(=O)N1Cc1cccs1 (stereo not drawn) | 2.2 | -5.7 | i | -1.3 | 0.1 | -0.3 | 1.9 | -2.6 | -3.2
Cc1ccc(C(=O)c2nc3c(n2O)CCCC3)cc1 | 1.6 | 4.2 | i | 0.8 | 2.4 | 3.2 | -3.1 | -5.4 | -9.9
CCOC(=O)CCNCc1ccc(OC)c(OC)c1 | 0.7 | 4.7 | i | -0.6 | -0.1 | 5.3 | -2.4 | -7.8 | -4.2
O=C(CCCOc1ccccc1)Nc1nnc(C2CCCO2)s1 (stereo not drawn) | 1.1 | -7.1 | i | -0.4 | -0.7 | -5.6 | 0.1 | -3.5 | -1.4
CCc1nnc(NS(=O)(=O)c2ccc(NC(=O)/C=C/C(=O)O)cc2)s1 | -0.3 | 1.2 | i | -0.2 | 0.1 | -0.6 | 1.8 | -2.4 | -10.3
CCC(=O)N1c2ccc(C)cc2C2=NNC(=S)NC21O (stereo not drawn) | -1.3 | 9.5 | i | -1.7 | 1.4 | -5.9 | 2.5 | -4.4 | -8.7
COc1ccc(CC(=O)Oc2ccc(C)cc2Br)cc1OC | 40.9* | -14.5 | i | -0.6 | 0.4 | -4.0 | -2.0 | -5.3 | 9.1
CC(C(=O)NCc1ccco1)n1ccc2cc(S(=O)(=O)N3CCCC3)ccc21 (stereo not drawn) | 1.4 | -12.0 | i | -0.1 | 0.6 | -4.2 | -1.8 | -2.2 | 6.1
COc1cc2c(c(OC)c1OC)-c1ccc(OC)c(=O)cc1[C@@H](N(C)CC#CCO)CC2 | 1.9 | -9.6 | i | -0.1 | 1.5 | 5.6 | -0.3 | -0.8 | -3.4
O=C(c1ccc2c(c1)OCO2)N1CCCC(c2ccccc2)C1 (stereo not drawn) | -1.9 | 0.7 | i | -0.4 | -0.5 | -2.5 | -0.1 | -2.2 | -0.1
O=C1C=C(NCCN2CCOCC2)CC(c2ccccc2)C1 (stereo not drawn) | -1.3 | -7.6 | i | -0.1 | 0.3 | -5.5 | 6.3 | -1.6 | -8.0
S=c1[nH]nc(-c2cc(-c3ccsc3)n[nH]2)n1-c1ccccc1 | 2.2 | -1.5 | i | 0.6 | -0.3 | -0.6 | -2.8 | 2.0 | -7.1
O=C(NCCc1ccccc1)C1CCN(S(=O)(=O)N2CCCCC2)CC1 | 0.8 | -4.4 | i | -0.4 | 0.9 | -8.5 | 0.5 | -2.7 | -2.6
CCCC(C)c1nnc(NC(=O)C2CCCO2)s1 (stereo not drawn) | 2.9 | 27.5 | i | -0.8 | -0.8 | -11.6 | -4.6 | -3.6 | -11.2
COc1cccc(-c2cc(C(=O)Nc3cccc(O)c3)no2)c1 | 1.5 | -8.1 | i | 0.2 | -0.1 | 1.3 | 3.5 | -0.8 | 11.1
CC(=O)NC(CCCN1C(=O)c2ccccc2C1=O)c1nnn(C)n1 (stereo not drawn) | 1.4 | 21.2 | i | -0.7 | 0.0 | -3.9 | -2.5 | -4.2 | -9.5
COc1ccc(C2Nc3ccccc3C(=O)N2NS(=O)(=O)c2ccc(C)cc2)c(OC)c1 (stereo not drawn) | 0.3 | -4.9 | x | -0.2 | 1.0 | 4.0 | 2.2 | -2.5 | 5.6
O=C(COC(=O)c1ccc2ncsc2c1)NCc1ccc(F)cc1 | -0.2 | 6.8 | i | -0.2 | -1.3 | -3.5 | -3.1 | -4.2 | -0.9
Cc1ccc(CC(=O)N2CCN(c3ccc([N+](=O)[O-])cc3)CC2)cc1 | -3.8 | 0.7 | i | -0.6 | 3.7 | -2.3 | 2.9 | -8.2 | 14.2
O=C1NC[C@@H](CCCCN2C[C@H](Cc3ccc(O)cc3)N(CCc3ccccc3)C(=O)C2=O)N(CCc2ccccc2)C1=O | x | x | i | -0.6 | 1.4 | -1.7 | -2.8 | -1.3 | -6.3
CCOC(=O)c1c(C)[nH]c(C(=O)COC(=O)CCC2CCCC2)c1C | 3.5 | 14.1 | i | -1.1 | 0.0 | -2.9 | 0.9 | -11.3 | -0.8
COc1cc(C(=O)NC2CC3CCCC(C2)N3C2CC2)cc(OC)c1OC (stereo not drawn) | 3.7 | -2.0 | i | -0.5 | -0.8 | 0.3 | -2.2 | 0.8 | -1.9
CSC(=S)N(C)C1CCS(=O)(=O)C1 (stereo not drawn) | -0.2 | 7.6 | i | 0.0 | 0.8 | -2.1 | -18.8 | -0.4 | -9.9
O=C1Nc2ccc(Br)cc2C1Cc1ccccc1F (stereo not drawn) | -3.5 | -8.9 | i | -0.3 | 0.1 | -0.2 | 0.8 | 1.1 | 9.5
Cc1ccc(-c2cc(C(=O)NCCCN3CCOCC3)no2)cc1 | 0.7 | -0.2 | i | -0.2 | 1.0 | -5.7 | -1.6 | 6.8 | -4.2
